RmlCD inh 1536: inhibitors of Mycobacterium tuberculosis RmlC and RmlD coupled enzymes; P9WH09+P9WH11; RmlC+RmlD coupled enzyme assay, percent inhibition; primary screen in compound mixtures; inhibition, % at 3.6 µM; 160,000 tested, 0.03% active; AID 1533; in the data active = inhibition mostly above about 34%, no sharp cut-off; note: some results filed as inactive read as strong as hits
Target sequence (P9WH09 whole entry, looked up): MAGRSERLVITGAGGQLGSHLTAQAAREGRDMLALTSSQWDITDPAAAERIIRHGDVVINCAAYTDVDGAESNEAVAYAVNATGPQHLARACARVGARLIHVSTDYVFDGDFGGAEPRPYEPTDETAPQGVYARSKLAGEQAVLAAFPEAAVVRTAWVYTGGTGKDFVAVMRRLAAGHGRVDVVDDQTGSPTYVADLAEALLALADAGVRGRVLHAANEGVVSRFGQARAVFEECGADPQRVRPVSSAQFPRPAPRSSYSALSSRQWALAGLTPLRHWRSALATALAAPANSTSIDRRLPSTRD
Target sequence (P9WH11 whole entry, looked up): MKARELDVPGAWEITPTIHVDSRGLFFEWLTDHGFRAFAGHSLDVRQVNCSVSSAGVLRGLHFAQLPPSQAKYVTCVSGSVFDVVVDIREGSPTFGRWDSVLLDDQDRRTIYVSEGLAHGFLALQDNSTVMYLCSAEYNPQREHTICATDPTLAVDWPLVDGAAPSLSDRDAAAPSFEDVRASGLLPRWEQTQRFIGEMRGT
GlmU inhibition: inhibition of mycobacterial GlmU enzyme – biochemical, glucosamine-1-phosphate acetyltransferase (AID 1376). 220,000 tested, 0.25% active. M. tuberculosis GlmU acetyltransferase enzyme assay; higher % means a stronger effect. one-dose inhibition, %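 (tested at 30 µM in the primary screen)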; IC50 in µM for titrated hits; in the data active = inhibition above about 13%;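 note: 0% = complete reaction with vehicle and 100% = reaction without substrate; strong numbers were not always called active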
Active calls of the source: *; x = no result given. An excerpt; rates above refer to the full screens.

item | Compound | RmlCD inh 1536 | GlmU inhibition
1 | C=CCn1c(O)c(N=NC(=O)OC(C)(C)C)c2ccccc21 | -6 | 3.1%
2 | CCc1ccc(/C=C(/C#N)C(N)=S)cc1 | 30 | -6.5%
3 | Fc1ccc(NC(=S)N/N=C/c2ccc(F)c(F)c2)c(F)c1 | 18 | -0.3%
4 | Cc1cc(S(=O)(=O)N(Cc2ccccc2Cl)c2ccc3c(c2)CCC3)ccc1-n1cnnn1 | 15 | 4.4%
5 | CCN(CC)S(=O)(=O)c1cccc(-c2nnc(SCc3nnc(-c4cccs4)o3)n2N)c1 | x | 6.5%
6 | Cc1ccc(OCCC(=O)NCCc2ccc(S(N)(=O)=O)cc2)cc1 | -4 | 2.5%
7 | COc1cccc2cc(C(C)N(CCCN3CCOCC3)C(=S)Nc3ccccc3C)oc12 (stereo not drawn) | x | -0.1%
8 | O=[N+]([O-])c1ccc(CSc2nnc3ccccn23)cc1 | -8 | 2.5%
9 | CC(C)(C)c1ccc(C(=O)Nc2ccc(O)c3c(=O)cc(-c4cccc(Cl)c4)oc23)cc1 | 4 | 8.3%
10 | O=C(c1nn2c(C(F)(F)F)cc(-c3ccc(F)cc3)nc2c1Cl)N1CCOCC1 | 14 | 3.3%
11 | CCc1ccc(N2CN(Cc3ccco3)CNC2=S)cc1 | 5 | 3.1%
12 | O=C(Nc1cccc(-c2nc3ccccc3s2)c1)c1cccs1 | -5 | 8.6%
13 | CCOC(=O)c1csc(NC(=O)C2CCCCC2)n1 | 7 | -0.8%
14 | COc1ccc(N2C(=O)CC(c3ccccc3)C2=O)cc1 (stereo not drawn) | 4 | -2.9%
15 | Cc1ccc(S(=O)(=O)c2nc(-c3ccccc3)oc2NCc2cccnc2)cc1 | x | 7.0%
16 | Cc1csc2c(N3CCC(C(=O)O)CC3)ncnc12 | 18 | -2.7%
17 | Brc1cc(Br)cc(CN2CCSCC2)c1 | -11 | 3.0%
18 | CCOC(=O)C1=C(C)NC(=O)NC1c1cc(Br)c(O)c(OC)c1 (stereo not drawn) | x | 5.1%
19 | O=C(c1ccco1)N1CCN(C(c2cccs2)c2nnnn2C2CCCC2)CC1 (stereo not drawn) | -6 | 4.5%
20 | Cc1cccn2c(=O)c(/C=C(\C#N)C(=O)NCc3ccco3)c(N3CCC(C(N)=O)CC3)nc12 | 10 | 0.7%
21 | Cc1ccc(NC(=O)CSc2nnnn2-c2ccc3c(c2)OCO3)cc1C | x | -4.3%
22 | C/C=C/c1ccc(Oc2nnnn2-c2ccc(C(=O)O)cc2)c(OC)c1 | 71 | 3.5%
23 | Cc1ccc(-n2nnnc2/C=C\Nc2cc(C)on2)cc1 | x | -0.8%
24 | O=C(CNc1ccc(Br)cc1)c1ccc(O)cc1 | 6 | -4.1%
25 | O=C(CN1CCC(C(=O)c2ccc(Cl)cc2)CC1)Nc1ccc2c(c1)OCCO2 | 11 | -2.5%
26 | O=C(NCc1ccccc1)C1=C[C@H](C2CC2)C[C@H](OCc2ccc(CO)cc2)O1 | x | 0.8%
27 | COc1ccc(NC(=S)NNC(=O)c2cccs2)cc1 | -9 | -7.1%
28 | O=C(Nc1ccc(F)cc1)c1csc(Cc2ccccc2)n1 | 1 | 2.4%
29 | CC1CN(C(=O)c2cc(S(=O)(=O)N3CCCC3)c(Cl)cc2Cl)CC(C)O1 (stereo not drawn) | 16 | -1.1%
30 | CCN(CC)S(=O)(=O)c1ccc(Cl)c(NC2=NCCCCC2)c1 | -8 | 2.8%

The list goes on, overlapping the part above by 2 compounds.
item | Compound | RmlCD inh 1536 | GlmU inhibition
29 | CC1CN(C(=O)c2cc(S(=O)(=O)N3CCCC3)c(Cl)cc2Cl)CC(C)O1 (stereo not drawn) | 16 | -1.1%
30 | CCN(CC)S(=O)(=O)c1ccc(Cl)c(NC2=NCCCCC2)c1 | -8 | 2.8%
31 | COc1cccc2cc(C(=O)C3=C(O)C(=O)N(CCN4CCOCC4)C3c3cccs3)oc12 (stereo not drawn) | x | 1.4%
32 | Cc1ccc(C(C)(C)C)c(OCCOCCN2CCCC2)c1 | -8 | -0.3%
33 | O=C(CCCOc1ccc(Cl)cc1Cl)N1CCC2(CC1)OCCO2 | 41 | 3.1%
34 | Cc1cc(C(=O)COc2cccnc2[N+](=O)[O-])c(C)n1-c1ccccc1 | 4 | 3.9%
35 | COc1ccc(Cn2c(C3CC3)nc3ccc(NC(=O)C4CC4)cc3c2=O)cc1 | 19 | 0.7%
36 | COc1ccc(OC)c(Nc2nc(-c3ccccc3O)nc3ccccc23)c1 | -2 | -0.4%
37 | c1ccc(-n2nnnc2SCc2cccc3nsnc23)cc1 | x | 3.7%
38 | C/C(=N\Nc1ccc(C(F)(F)F)cc1[N+](=O)[O-])C(C)C | -3 | -7.8%
39 | Cc1ccccc1N(C(=O)CCC(=O)Nc1ccccn1)C(C(=O)NC(C)C)c1ccc(O)cc1 (stereo not drawn) | x | -0.3%
40 | O=C(/C=C/c1ccco1)Nc1ccc(-c2nc3ccccc3[nH]2)cc1 | 10 | -2.4%
41 | COc1ccccc1-n1c(=O)[nH]c2c(C(N)=O)nc(C3CCCCC3)nc21 | -12 | -4.5%
42 | COc1ccc(-c2cnn3c4c(c(C)nc23)CCN4C(C)C)cc1OC | 9 | -9.9%
43 | CSc1nnc([C@@H](N)Cc2ccccc2)o1 | x | -8.5%
44 | CCn1c(SCC(=O)N2CCC(C(N)=O)(N3CCCCC3)CC2)nnc1-c1ccccc1 | x | -1.3%
45 | Cc1ccccc1NC(=O)c1ccccc1NS(=O)(=O)c1cccc2cccnc12 | 7 | -1.0%
46 | CN(CC(=O)NCc1ccccn1)S(=O)(=O)c1ccc(Br)cc1 | -13 | 7.1%
47 | CNC(=S)N(CCc1c(C)[nH]c2ccc(Cl)cc12)Cc1cccs1 | -2 | 5.7%
48 | COc1cccc(CN(C)Cc2nc(C3CC3)no2)c1 | 4 | -4.0%
49 | Cc1ccc(NC(=O)C2OCCc3ccccc32)cc1Cl (stereo not drawn) | x | -1.7%
50 | Fc1ccccc1NC(=S)NCCc1ccccc1 | 4 | 5.8%
51 | Cc1ccc(C(=O)N2CCOCC2)cc1S(=O)(=O)Nc1cccc(C)c1C | x | 0.6%
52 | O=C(Cn1cnc2c(nnn2Cc2ccc(Cl)cc2)c1=O)c1ccccc1 | x | -7.4%
53 | Cc1c(C(=O)NCc2cccnc2)sc2ncn(CC(=O)N3CCCCC3C)c(=O)c12 (stereo not drawn) | x | -7.3%
54 | Cc1ccc(SCc2cc(=O)[nH]c(/N=C(\N)Nc3ccccc3Sc3ccccc3)n2)cc1 | 15 | -3.8%
55 | C(=N\n1cnnc1)/c1ccc2c(c1)OCO2 | 11 | -5.4%
56 | CCn1c(=O)c2c(n3c(=S)[nH]nc13)-c1ccccc1CC21CCCCC1 | 4 | -0.3%
57 | O=C1COc2ccc(C(=O)COC(=O)Cc3ccc(Cl)cc3)cc2N1 | 9 | -2.2%
58 | CC(=O)c1sc(NC(=O)c2cccc3ccccc23)nc1C | 8 | -0.1%
59 | c1cncc(C2CCCCN2)c1 (stereo not drawn) | -4 | 2.3%
60 | O=C(Cc1cccs1)NC1(C(=O)NC2CCCC2)CCCCC1 | 7 | 7.6%

Compounds above that contain a COOH group, in the order listed:
item | Compound | RmlCD inh 1536 | GlmU inhibition
16 | Cc1csc2c(N3CCC(C(=O)O)CC3)ncnc12 | 18 | -2.7%
22 | C/C=C/c1ccc(Oc2nnnn2-c2ccc(C(=O)O)cc2)c(OC)c1 | 71 | 3.5%

Molecules above that contain a cyano group, in the order listed:
item | Compound | RmlCD inh 1536 | GlmU inhibition
2 | CCc1ccc(/C=C(/C#N)C(N)=S)cc1 | 30 | -6.5%
20 | Cc1cccn2c(=O)c(/C=C(\C#N)C(=O)NCc3ccco3)c(N3CCC(C(N)=O)CC3)nc12 | 10 | 0.7%

Further results follow:
item | Compound | RmlCD inh 1536 | GlmU inhibition
61 | Clc1ccc(-c2nnc(C34CC5CC(CC(C5)C3)C4)o2)cn1 | 13 | 2.5%
62 | Cc1csc(N/N=C\c2cccnc2)n1 | -5 | -1.8%
63 | CCCCC(=O)Nc1cccc(NC(=O)c2ccc3c(c2)OCO3)c1 | 18 | -4.9%
64 | O=C(CSc1nnc(C2COc3ccccc3O2)o1)N1CCN(c2ccccc2)CC1 (stereo not drawn) | 5 | 4.9%
65 | COCC(=O)OCC(=O)Nc1ccccc1-c1ccccc1 | 2 | -5.7%
66 | Cc1cccc(CSc2ncnc3ccccc23)c1 | -9 | 4.6%
67 | CC1(C)Cc2cccc(C(=O)Nc3ccncc3)c2O1 | x | -2.5%
68 | COC(=O)NNC(=O)C1CCC(C)CC1 (stereo not drawn) | 16 | 2.1%
69 | O=C(Cn1nc(C(=O)O)c2ccccc2c1=O)Nc1ccc2c(c1)OCO2 | 6 | 5.1%
70 | CC/C(=N\NC(=S)Nc1cc(C)ccc1C)c1ccc(OC(F)F)cc1 | 20 | 3.1%
71 | Cc1ccc(/C(COc2ccccc2O)=N\O)cc1 | x | -1.7%
72 | CN1C(=O)N(C)C2(C)CC1(C)N(C)C(=O)N2C | 40 | 0.7%
73 | COc1ccc(N(C(=O)c2ccco2)S(=O)(=O)c2ccc(F)cc2)cc1 | x | 1.6%
74 | CC(SC1CCCC1)C(=O)Nc1ccnn1C(C)C (stereo not drawn) | -4 | 2.8%
75 | CCn1c(SCC(=O)Nc2ncc(C(F)(F)F)cc2Cl)nnc1-c1cccc(C)c1 | -3 | 1.3%
76 | COc1ccnc(Oc2ccc3ccccc3c2)c1C#N | 10 | x
77 | COCCNC(=O)c1ccccc1NC(=O)c1cccc([N+](=O)[O-])c1C | x | 2.5%
78 | CC1(C)Cc2c(C#N)c(N)sc(=S)c2CO1 | 9 | 4.8%
79 | Cc1ccc(C)c(-n2nnnc2SCC(=O)c2ccc3c(c2)NC(=O)CO3)c1 | 10 | -3.8%
80 | Cc1ccn2cc(CNC(=O)c3ccc(Br)o3)nc2c1 | x | 6.5%
81 | CCCC(C)C(=O)Nc1nc(C)c(-c2csc(Nc3ccc(Cl)cc3)n2)s1 (stereo not drawn) | x | 2.1%
82 | O=C(Nc1ccccn1)c1ccc(NC(=O)c2ccco2)cc1 | -7 | -4.2%
83 | COc1ccc(N(CC(=O)NN=C2CCCC2)S(=O)(=O)c2ccccc2)cc1Cl | 2 | 1.6%
84 | O=C(CN1CCN(Cc2cccc(Cl)c2)C1=O)NCC1CCCO1 (stereo not drawn) | -6 | -4.2%
85 | CC(C)(C)c1ccc(CCC2OCC(CN3CCOCC3)O2)cc1 (stereo not drawn) | x | 0.4%
86 | CCN(Cc1ccccc1)C(c1cc2ccc(C)cc2[nH]c1=O)c1nnnn1CCOC (stereo not drawn) | -5 | 5.9%
87 | Cc1nn(Cc2ccccc2Cl)c(C)c1C(=O)NC1CCCc2ccccc21 (stereo not drawn) | 5 | -0.8%
88 | CCc1cccc(CC)c1NC(=O)C1CC(=O)N(c2ccc3c(c2)OCCO3)C1 (stereo not drawn) | x | 3.6%
89 | CC(=O)Nc1ccc(S(=O)(=O)NC(C)C(=O)NCCc2ccc(F)cc2)cc1 (stereo not drawn) | x | -6.7%
90 | O=C(CN1C(=O)NC2(CCOc3ccccc32)C1=O)Nc1ccc(F)c(F)c1F (stereo not drawn) | -8 | 1.9%
91 | CCC(Sc1nc(N)cc(=O)[nH]1)C(=O)NC(C(=O)OC)c1ccccc1 (stereo not drawn) | x | 1.1%
92 | Cc1cccn2cc(-c3ccc(F)cc3)cc12 | -12 | -0.1%
93 | Cc1ccc(CCNC(=O)c2cc(-c3ccncc3)nc3ccccc23)cc1 | x | -5.7%
94 | CC(C)N(C(=O)COC(=O)c1ccc(O)cc1)C(C)C | 14 | 9.1%
95 | CC(C)c1nnc(NC(=O)CCC(=O)NC2CCCCCCC2)s1 | -3 | -0.9%
96 | COc1ccc(CN(C(=O)c2ccco2)C2CC(C)N(C)CC2C)cc1 (stereo not drawn) | x | -4.5%
97 | O=C(c1ccc2c(=O)n3c(nc2c1)CCCCC3)N1CCc2ccccc21 | -7 | 9.4%
98 | Cc1cccc(S(=O)(=O)N2CN(Cc3ccco3)c3nc4ccccc4nc32)c1 | x | -2.0%
99 | Cc1cc(C)cc(N(CC(=O)NC2CC3CCC2C3)S(C)(=O)=O)c1 (stereo not drawn) | -9 | -5.4%
100 | O=C1c2ccccc2C(=O)N1CC#CCN1CCN(C2CCCCC2)CC1 | 2 | 0.9%

Sorted by length of the SMILES (lowest first): 5 of the compounds above.
item | Compound | RmlCD inh 1536 | GlmU inhibition
92 | Cc1cccn2cc(-c3ccc(F)cc3)cc12 | -12 | -0.1%
94 | CC(C)N(C(=O)COC(=O)c1ccc(O)cc1)C(C)C | 14 | 9.1%
95 | CC(C)c1nnc(NC(=O)CCC(=O)NC2CCCCCCC2)s1 | -3 | -0.9%
100 | O=C1c2ccccc2C(=O)N1CC#CCN1CCN(C2CCCCC2)CC1 | 2 | 0.9%
96 | COc1ccc(CN(C(=O)c2ccco2)C2CC(C)N(C)CC2C)cc1 (stereo not drawn) | x | -4.5%
